Integrin act MD = activators of alpha7 integrin expression for muscular dystrophy | alpha7betagal myoblasts, beta-gal FDG fluorescence, 48 h | hit rate 0.064% among 350,000 | Potency, µM (titrated, usually from 38.3 µM), without a hit: at the top dose activation, actives largely listed as activators | AID 624291;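 also: potency is read from the fitted curve at half-maximal effect; 100% = response of the positive control SU9516; nearly all actives have a fitted effect of over 60% in size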
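alpha7betagal+/- myoblasts (passage 13, 250/well) treated 48 h at 37C with compounds at 1:260 dilution of DMSO stock. Lysed, then beta-galactosidase activity read as FDG fluorescence (ex 480/em 540) after 30 min, with pre-read for autofluorescence.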
MLL CXXC-DNA inh = blocks binding of human MLL CXXC domain to DNA; Potency, µM (titrated, usually from 115 µM), without a hit: at the highest dose activity change, negative = inhibition, actives largely listed as inhibitors; hit rate 0.037% among 290,000; Q03164; MLL-CXXC / FITC-HOXA9 DNA fluorescence polarization; active = well fitted inhibition curve with a large enough effect in the polarisation, with a control signal flat, not every such curve was filed as active; inconclusive = small, poorly fitted or top-dose-only effect, or effect the other way, or a change in a side signal; inactive = no such curve, though single readings can be large or run the other way; the % refers to the polarisation; also: potency is read from the fitted curve at half-maximal effect
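Steps: dispense CXXC domain solution (7 uM) → pin compounds or unlabeled HOX-A9 DNA control → 5 min ambient → add FLSN-HOX-A9 solution (50 nM) → spin → 30 min ambient → fluorescence polarization. Tris pH 7.5/NaCl/DTT/BSA buffer.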
KCNH2 WT inh = inhibitors of human wildtype KCNH2 potassium channel; AID 720551; activity change, % at 1.84 µM; U2OS, BacMam KCNH2, thallium flux FluxOr; active compounds read low; hit rate 0.37% among 340,000; Q12809;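 active = maximum activity change below -70%; inconclusive = maximum activity change between -70% and -50%; inactive = maximum activity change above -50%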; also: % is scaled to controls: 0 for no effect and ±100 for the full control effect
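U2OS cells were transduced with wild-type KCNH2 virus (2.03 x 10^8 / mL) for 4 h at room temperature, then cultured overnight at 37 C. Thallium flux was read with FluxOr dye. Rate constants were normalized to DMSO controls.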
MBNL1 CUG block = inhibitors of human MBNL1 binding to CUG repeat RNA; TR-FRET MBNL1-His/biotin-(CUG)12 binding, 665/545 ratio; Potency, µM (series often up to 57.5 µM), without a hit: top-dose activity change, negative = inhibition, actives largely listed as inhibitors; hit rate 0.036% among 280,000; AID 2675; active = well fitted inhibition curve with a large enough effect in the signal ratio, with a control signal flat, not every such curve was filed as active; inconclusive = small, poorly fitted or top-dose-only effect, or effect the other way, or a change in a side signal; inactive = no such curve, though single readings can be large or run the other way; the % refers to the signal ratio; also: potency is read from the fitted curve at half-maximal effect; % is scaled to controls: 0 for no effect and ±100 for the full control effect
Target sequence (Q9NR56 whole entry, looked up): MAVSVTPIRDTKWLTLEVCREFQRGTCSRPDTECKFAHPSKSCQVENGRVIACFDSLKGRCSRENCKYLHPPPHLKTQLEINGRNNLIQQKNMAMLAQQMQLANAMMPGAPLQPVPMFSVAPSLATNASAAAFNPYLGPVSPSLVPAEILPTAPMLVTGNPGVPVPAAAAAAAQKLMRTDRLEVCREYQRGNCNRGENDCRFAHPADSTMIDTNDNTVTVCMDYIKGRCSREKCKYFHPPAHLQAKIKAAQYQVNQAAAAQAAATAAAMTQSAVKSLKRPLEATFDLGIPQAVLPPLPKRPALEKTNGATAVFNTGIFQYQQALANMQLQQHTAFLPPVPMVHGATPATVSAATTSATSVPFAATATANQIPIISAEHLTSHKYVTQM
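Compounds (final 92 nM to 58 uM) are added to His-tagged MBNL1 and biotin-(CUG)12, then terbium anti-His antibody and streptavidin-XL665 (5 nM final). After 60 min at room temperature, the 665/545 nm ratio is read.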
KCNH2 3.1 block = inhibitors of human KCNH2 3.1 potassium channel isoform. hit rate 0.95% among 340,000. U2OS KCNH2 3.1, thallium flux FluxOr; active compounds read low. activity change, % (tested at about 1.8 µM);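 active = maximum activity change below -70%; inconclusive = maximum activity change from -70% to -50%; inactive = maximum activity change above -50%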;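 also: thallium influx rate constant from kinetic fluorescence after stimulation buffer; % is scaled to controls: 0 for no effect and ±100 for the full control effect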
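FluxOr-based Tl+ influx in U2OS cells transduced with KCNH2 3.1 virus; rate constants normalized to DMSO controls.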
Coupling enz = coupling enzyme interference in Giardia aldolase counter-screen | hit rate 0.67% among 290,000 | coupling enzyme system counterscreen, AmpLite Red fluorescence | activity change, negative = inhibition, % at 58.2 µM, hits read low; in the data active = activity change below about -30%; also: % is scaled to controls: 0 for no effect and ±100 for the full control effect
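First, compound is pin-transferred into glyceraldehyde-3-phosphate coupling-enzyme reagent at 57.5 uM final and held 10 min at RT. Next, substrate, coupling system and AmpLite Red are added. After 20 min RT, fluorescence (525/598 nm) is read.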
GALK inh = inhibitors of human galactokinase | Purified GALK, Kinase-Glo residual ATP luminescence | Potency, µM (top dose mostly 57.5 µM), for inactives: top-dose activity change, negative = inhibition, most hits filed as inhibitors | hit rate 0.007% among 270,000; also: potency is read from the fitted curve at half-maximal effect; % is scaled to controls: 0 for no effect and ±100 for the full control effect
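GALK at 5 nM final was combined with compound, 35 uM ATP and 100 uM galactose in HEPES pH8.0 with MgCl2 and DTT. The reaction ran one hour at room temperature before luminescent ATP detection.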
S-ASM inh = inhibitors of human secretory acid sphingomyelinase; AID 504937; hit rate 0.006% among 340,000; P17405; Potency, µM (titrated, usually from 57.5 µM), inactives show at the highest dose activity change, negative = inhibition, most hits filed as inhibitors; placental ASM, HMU-PC fluorogenic substrate, 60 min; also: potency is read from the fitted curve at half-maximal effect
Target sequence (P17405 47-631 limits assumed): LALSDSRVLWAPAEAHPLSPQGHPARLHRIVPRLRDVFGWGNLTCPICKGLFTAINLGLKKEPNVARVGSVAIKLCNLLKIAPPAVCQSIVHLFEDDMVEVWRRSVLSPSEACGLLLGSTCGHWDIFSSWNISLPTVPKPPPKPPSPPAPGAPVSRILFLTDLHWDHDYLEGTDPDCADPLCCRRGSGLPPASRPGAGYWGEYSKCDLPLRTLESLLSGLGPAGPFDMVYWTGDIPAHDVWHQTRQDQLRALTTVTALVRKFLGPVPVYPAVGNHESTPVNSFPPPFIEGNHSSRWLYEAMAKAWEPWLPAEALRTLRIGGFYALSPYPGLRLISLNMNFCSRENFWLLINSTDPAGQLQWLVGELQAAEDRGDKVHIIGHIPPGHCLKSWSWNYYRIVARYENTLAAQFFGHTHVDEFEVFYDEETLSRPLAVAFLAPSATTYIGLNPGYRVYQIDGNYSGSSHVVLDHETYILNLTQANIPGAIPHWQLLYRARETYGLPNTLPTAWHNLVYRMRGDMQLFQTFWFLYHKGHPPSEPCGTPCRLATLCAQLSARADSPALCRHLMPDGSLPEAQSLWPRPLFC
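Human placenta-derived ASM enzyme was preincubated with compound for 10 minutes at room temperature, then given fluorogenic substrate HMU-PC0 (9 uM final) for 60 minutes at 37 °C; a pH 10 stop preceded fluorescence reading at Ex 386/Em 447 nm.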
TRPV1 ag = human TRPV1 agonism; activation, % at 8.33 µM; TRPV1-expressing cells, Fluo-8 calcium influx, agonist mode; Q8NER1; hit rate 0.19% among 320,000; in the data active = activation above about 80%; inconclusive = between about 30% and that limit; also: 0% is about no effect
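TRPV1-expressing cells were cultured overnight at 35.5C and loaded with Fluo-8 calcium dye for 40 to 90 min at room temperature. After a 10 s baseline, compound was added and calcium influx was read kinetically for 3 min (ex 480/em 520 nm).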
A-T KAP1 phos = candidate therapy for ataxia-telangiectasia | Potency, µM (doses to about 57.5 µM), for inactives: top-dose activation, hits mostly activators | hit rate 0.19% among 320,000 | […] A-T fibroblasts, KAP-1 phosphorylation AlphaLISA; neocarzinostatin DNA damage 30 min before lysis; also: potency is read from the fitted curve at half-maximal effect; % of control where 0% means no effect; nearly all actives have a fitted effect of over 45% in size
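ATM-like activity read as KAP-1 phosphorylation via AlphaLISA donor/acceptor antibody pairs after lysis and 6 hr at 25C. Cells were ATM-null patient fibroblasts ([…], hTERT), dosed 60 min, then exposed to the DSB inducer NCS for 30 min.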
* = called active by the depositor; ? = inconclusive; . = not tested or not shown; [ ] = dose if it differs, or a comment. Unless noted, calls follow the shape of the dose curve; as a rule, active = well fitted curve in the direction sought with a large enough effect; inconclusive = small, poorly fitted or top-dose-only effect, or another doubt; inactive = no such curve, though single readings can be large; an effect the other way counts as inactive or inconclusive. No enrichment for hits (roughly 2% active in at least one column).

SMILES | Integrin act MD | MLL CXXC-DNA inh | KCNH2 WT inh | MBNL1 CUG block | KCNH2 3.1 block | Coupling enz | GALK inh | S-ASM inh | TRPV1 ag | A-T KAP1 phos
CC(C)C(NC(=O)c1ccc(Cl)cc1)C(=O)O (configuration not stated) | -8% | -7% | -1 | -1% | 0 | 0 | 0% | -1% | -1 | 2%
COc1ccc2[nH]c(C(=O)N/N=C/c3ccccc3OC)cc2c1 | 52% | 11% | -5 | -4% | -35 | -4 | 3% | -1% | 13 | -7%
N#Cc1cccc(NC(=O)CSc2nnc(-c3n[nH]c4ccccc34)o2)c1 | -15% | -13% | -12 | 5% | -8 | -2 | 3% | -7% | 2 | 2%
CCCS(=O)(=O)N1CCN(c2cc3c(cc2[N+](=O)[O-])n(C)c(=O)n3C)CC1 | 16% | -4% | 6 | ? | 3 | 0 | 2% | -8% | -4 | -1%
O=C(CSc1nc(-c2ccccc2F)nc2nc[nH]c12)Nc1c(Cl)cc(Cl)cc1Cl | . | 15% | . | 12% | . | 2 | . | . | -6 | 3%
O=C(Nc1cc(Cl)ccc1-n1cncn1)c1ccc([N+](=O)[O-])o1 | -50%[inhibitor] | . | 2 | . | -6 | . | . | 2% | -3 | 5%
CCOC(=O)Cc1csc(NC(=O)CC(C)(C)CC(=O)O)n1 | 0% | -2% | -3 | . | 11 | 0 | -1% | 4% | 5 | 4%
CNS(=O)(=O)c1cccc(C(=O)NCC(C)(C)N2CCCCC2)c1 | -12% | -13% | 1 | -1% | -5 | -1 | 1% | -3% | 0 | 6%
O=C(CCC(=O)c1ccc(F)cc1)OC1CCOC1=O (configuration not stated) | -6% | -3% | 3 | -4% | 7 | 0 | 0% | 2% | 3 | -1%
COc1cccc(/C=N/NC(N)=S)c1OS(=O)(=O)c1ccccc1 | 18% | 20% | -10 | 20% | 0 | 3 | 0% | 5% | 1 | .
Nc1cc(Cl)ccc1N1CCCCC1 | -12% | 19% | 2 | 1% | 1 | 0 | -1% | -4% | 1 | 6%[11.5 µM]
COc1ccc(C(=S)N2CCOCC2)cc1OC(=O)c1ccc(C)cc1 | -4% | 48%[activator] | -4 | -6% | -14 | 1 | 3% | -3% | 3 | 0%
COC(=O)CCCN1C(=O)NC(c2ccc(-c3ccccc3)cc2)C(C(=O)OCc2ccccc2)=C1C (configuration not stated) | 40% | . | -6 | . | ? | . | . | -13% | . | 9%
CN(CC(=O)Nc1cccc(F)c1)C(=O)c1ccc(COc2ccccc2)cc1 | 6% | . | 3 | . | -23 | . | . | -4% | -6 | -22%
CCOC(=O)C1=C(C)NC(=O)NC1c1ccc(-c2ccccc2F)o1 (configuration not stated) | -10% | 14% | -4 | 9% | 9 | 0 | 0% | -3% | 9 | 0%
O=C(NC1CCC(O)CC1)c1ccc(S(=O)(=O)NCc2ccco2)cc1 (configuration not stated) | 6% | 25% | 12 | -3% | 6 | 1 | 0% | 1% | -3 | 6%
CCN(CC)c1ccc(/C=N/NC(=O)c2cccc(S(=O)(=O)Nc3ccccc3OC)c2)c(O)c1 | -42% | 1% | 8 | 5% | -10 | -2 | 1% | 235%[activator] | 2 | -8%
CN(C)C(CNC(=O)C1CCN(S(=O)(=O)c2cccc(C(F)(F)F)c2)CC1)c1ccccc1 (configuration not stated) | 15% | -2% | -1 | 3% | -21 | 0 | -3% | 1% | 1 | -5%
Cc1ccccc1NC(=O)C1CC(=O)N(Cc2ccccc2)C1 (configuration not stated) | -3% | 5% | -9 | -8% | 0 | 4 | 1% | 11% | 0 | -3%
CC(C)CC(c1nnnn1CCc1ccccc1)N1CCN(C(=O)c2ccco2)CC1 (configuration not stated) | 0% | -8% | 11 | 3% | -17 | -1 | 1% | 0% | 14 | 22%
COc1cc(-c2nnc3n2CCCCC3)cc(OC)c1OC | 14% | 10% | -4 | -7% | 3 | 2 | 2% | 3% | -3 | -4%
Cc1cc(=O)[nH]c(N/N=C/c2sccc2C)n1 | 8% | 3% | 2 | . | -9 | 3 | -1% | 3% | -2 | 6%
Cc1cc(C)c(O)c(-c2cc(C(=O)Nc3ccc(S(=O)(=O)N4CCOCC4)cc3)[nH]n2)c1 | -69%[inhibitor] | 8% | 7 | 3% | -7 | 0 | -1% | ? | 0 | -9%
CCC(=O)NC(=S)Nc1ccc(NC(=O)c2cccc([N+](=O)[O-])c2C)cc1 | 17% | 15% | 4 | . | 2 | 0 | 1% | -1% | 4 | 1%
COC(=O)C1C/C(=N/NS(=O)(=O)c2ccc(C)cc2)CS1 (configuration not stated) | 4% | -7% | 6 | -7% | -5 | . | 0% | 8% | 1 | -17%

Next section.
SMILES | Integrin act MD | MLL CXXC-DNA inh | KCNH2 WT inh | MBNL1 CUG block | KCNH2 3.1 block | Coupling enz | GALK inh | S-ASM inh | TRPV1 ag | A-T KAP1 phos
Cc1ccc(Cn2ncc3c(N4CCN(C5CCCC5)CC4)ncnc32)cc1 | -9% | -2% | 0 | 13% | -2 | -2 | 0% | 6% | 1 | 3%
O=C(Cn1c2ccc(F)cc2c2nc3n(c(=O)c21)CCS3)Nc1ccccc1C(F)(F)F | 18% | -8% | -1 | -3% | -6 | -5 | 9% | 19% | -5 | 11%
O=c1[nH]c(C(F)(F)F)nc2ccc3ccccc3c12 | 21% | 13% | -1 | 1% | -8 | -3 | 8% | -14% | -4 | 0%
CC1(C)CC2CC(C)(CN2CC(O)COc2ccccc2)C1 (configuration not stated) | -9% | -5% | 4 | -15% | 2 | 1 | 3% | 0% | 2 | -2%
CCN(CC(=O)Nc1c(F)cccc1F)C(=O)c1ccc(=O)n(Cc2ccccc2)n1 | -16% | 6% | 2 | 0% | . | . | -1% | 0% | 3 | -1%
O=C(Nc1cc2c(cc1C(=O)O)OCCCO2)c1ccc(F)cc1F | -62%[inhibitor] | -3% | -13 | -1% | -1 | 2 | -1% | -2% | 1 | 5%
CCn1c(CCNS(=O)(=O)c2ccccc2Br)nnc1SC | 2% | 8% | 3 | -11% | -24 | 1 | 2% | 4% | 3 | -6%
OC(COCC(F)(F)C(F)(F)C(F)(F)C(F)F)Cn1c2ccc(Cl)cc2c2cc(Cl)ccc21 (configuration not stated) | -43%[inhibitor] | -1% | 7 | ? | 3 | -3 | -4% | ? | -2 | 3%
Cn1c(C(=O)N2CCCC(C(=O)NCCN3CCOCC3)C2)cc2sccc21 (configuration not stated) | 15% | -9% | 6 | 4% | -4 | -3 | 1% | 3% | 2 | .
COc1ccccc1CC(=O)Nc1ccc(OC)c(OC)c1 | 4% | 3% | 0 | -5% | 9 | 1 | 0% | -2% | -3 | 5%
NC(=O)C1=C(N)c2ccccc2C1c1ccccc1 (configuration not stated) | -17% | . | 3 | . | 7 | . | . | 4% | . | .
COCCNC(=S)N1CCC(c2nc(-c3ccc(N(C)C)cc3)no2)CC1 | ? | 13% | 5 | -4% | -11 | -3 | 1% | 0% | ? | -1%
Cc1ccc(S(=O)(=O)Oc2ccc3c(c2)O/C(=C\c2cccnc2)C3=O)cc1 | -10% | -6% | -3 | 9% | -17 | -2 | -1% | -14% | 2 | .
COc1ccccc1OCC(=O)NCCCN1CCOCC1 | -5% | -2% | 0 | -2% | -13 | 0 | 12% | 13% | 4 | -9%
Cc1cc(C)c2oc(C(=O)N(Cc3ccc(F)cc3)C3CCS(=O)(=O)C3)cc(=O)c2c1 (configuration not stated) | 15% | 7% | -1 | 5% | 9 | . | 1% | -1% | 3 | 0%
CCOC(=O)Cc1csc(NC(=O)c2cc(OC)cc(OC)c2)n1 | ? | -3% | 1 | -4% | 0 | 0 | -4% | 0% | 3 | 7%
CN1C(CC(=O)Nc2ccc(Br)cc2)c2ccccc2CC1(C)C (configuration not stated) | -44% | -4% | 7 | 6% | -22 | 1 | 0% | -1% | 26 | -2%
CC1CC(C)CN(CC(=O)N2c3ccccc3CCc3ccccc32)C1 (configuration not stated) | 13% | 1% | 13 | 0% | -5 | 1 | 0% | 4% | -5 | 1%
COC(=O)C1=C2SC(C)C(=O)N2C(N)=C(C#N)C1c1cc(OC)c(OC)c(OC)c1 (configuration not stated) | -7% | -3% | -7 | 6% | -9 | 0 | 3% | 1% | -4 | 6%
O=C1C(Cl)=C(Nc2ccc3cn[nH]c3c2)C(=O)c2ccccc21 | -60%[inhibitor] | ? | -22 | ? | -40 | -36* | 4% | -3% | 19 | ?

Sorted by the number under MLL CXXC-DNA inh (ascending): three from the list above.
Compound	MLL CXXC-DNA inh
O=C(Nc1cc2c(cc1C(=O)O)OCCCO2)c1ccc(F)cc1F	-3%
CCN(CC(=O)Nc1c(F)cccc1F)C(=O)c1ccc(=O)n(Cc2ccccc2)n1	6%
CCOC(=O)C1=C(C)NC(=O)NC1c1ccc(-c2ccccc2F)o1 (configuration not stated)	14%

From PubChem
